GALK inh: galactokinase (human) inhibition; Purified GALK, Kinase-Glo residual ATP luminescence; 270,000 compounds, 0.007% hits; P51570; Potency, µM (highest dose often 57.5 µM), for inactives: at the highest dose activity change, negative = inhibition, hits mostly inhibitors; further: potency means the concentration at half of the fitted maximal effect; on the % scale 0 is the no-effect control and ±100 the full control effect
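5 nM enzyme, 35 uM ATP, 100 uM galactose, 20 mM HEPES pH8.0, 5 mM MgCl2; 1 h RT; residual ATP by Kinase-Glo Plus luminescence, qHTS format.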
KCNH2 WT inh: inhibitors of human wildtype KCNH2 potassium channel; Q12809; U2OS, BacMam KCNH2, thallium flux FluxOr; active compounds read low; AID 720551; 340,000 compounds, 0.37% hits; activity change, % at 1.84 µM;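 active means maximum activity change below -70%; inconclusive means maximum activity change between -70% and -50%; inactive means maximum activity change above -50%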; further: on the % scale 0 is the no-effect control and ±100 the full control effect
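U2OS cells transduced with wild-type KCNH2 virus are loaded with FluxOr dye for 45 min, and thallium flux is measured in kinetic reads before and after stimulation buffer. Rate constants are normalized to DMSO controls.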
TSHR antagonist: human thyrotropin receptor antagonism; AID 504810; P16473; TSHR-expressing cells, TSH-stimulated cAMP HTRF, 2 h; active compounds read low; 330,000 compounds, 0.2% hits; activity change, negative = inhibition, % at 11.5 µM;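 active means activity change below a set negative limit, meaning inhibition stronger than a set level, cut at about -70% in these data; inconclusive means activity change between two set negative limits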; further: on the % scale 0 is the no-effect control and ±100 the full control effect
Target sequence (P16473 whole entry, looked up): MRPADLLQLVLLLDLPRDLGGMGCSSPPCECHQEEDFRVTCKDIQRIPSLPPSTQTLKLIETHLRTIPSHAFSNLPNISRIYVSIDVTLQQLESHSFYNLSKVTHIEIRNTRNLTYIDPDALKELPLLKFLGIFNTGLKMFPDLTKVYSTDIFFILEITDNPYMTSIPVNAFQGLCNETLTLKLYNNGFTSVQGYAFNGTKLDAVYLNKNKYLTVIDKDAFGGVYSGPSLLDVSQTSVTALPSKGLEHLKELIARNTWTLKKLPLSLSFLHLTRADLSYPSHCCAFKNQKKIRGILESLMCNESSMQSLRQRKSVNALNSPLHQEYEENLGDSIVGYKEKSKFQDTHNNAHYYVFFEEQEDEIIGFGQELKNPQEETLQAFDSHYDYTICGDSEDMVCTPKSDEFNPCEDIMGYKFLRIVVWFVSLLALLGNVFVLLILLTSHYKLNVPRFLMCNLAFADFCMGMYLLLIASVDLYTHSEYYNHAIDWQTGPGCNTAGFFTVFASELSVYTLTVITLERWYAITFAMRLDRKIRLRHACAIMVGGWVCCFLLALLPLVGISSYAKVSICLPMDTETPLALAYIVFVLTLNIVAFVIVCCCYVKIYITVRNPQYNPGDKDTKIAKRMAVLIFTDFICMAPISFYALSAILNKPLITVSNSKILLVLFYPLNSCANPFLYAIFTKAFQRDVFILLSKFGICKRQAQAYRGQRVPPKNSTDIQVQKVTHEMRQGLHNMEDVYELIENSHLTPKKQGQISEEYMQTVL
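Read-out is FRET at 665 nm (cryptate excitation 337 nm) from a cryptate-tagged anti-cAMP antibody, competed by cell cAMP against cAMP-d2. Compounds are tested on freshly harvested TSHR cells challenged with 4nM TSH (EC80) for 2 hours at 37 deg C.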
BCR signal inh: blocks chronic active B-cell receptor signaling; AID 493014; Potency, µM (top dose mostly 46.1 µM), inactives show top-dose ratio change, negative = lower green/red ratio, actives largely listed as inhibitors; 340,000 compounds, 0.05% hits; ABC-DLBCL IkBa-CBG/CBR reporter, luminescence ratio, 4 h; active means well fitted inhibition curve with a large enough effect in the signal ratio, with a control signal flat, not every such curve was filed as active; inconclusive means small, poorly fitted or top-dose-only effect, or effect the other way, or a change in a side signal; the % refers to the signal ratio;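 further: potency means the concentration at half of the fitted maximal effect; plate controls were basal doxycycline-induced cells for no effect and cells given 10 µM MG132 for full effect; MG132 reads +100%, hits lower the ratio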
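Compounds up to 46 uM were incubated four hours with TMD8 cells whose green CBG68 luciferase is fused to IkappaBalpha; red CBR luminescence normalised the signal, and concentration-effect curves were fitted to fusion, red and ratio data.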
PKM2 activator: PKM2 (human) enzyme activation; P14618; Potency, µM (top dose mostly 57.5 µM), for inactives: at the highest dose activation, actives largely listed as activators; 260,000 compounds, 0.34% hits; purified PKM2, Kinase-Glo ATP luminescence, activation; response scale: 0% is enzyme alone, no compound; further: potency means the concentration at half of the fitted maximal effect; on the % scale 0 is the no-effect control and ±100 the full control effect; nearly all actives have a fitted effect of over 55% in size
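Kinase-Glo luminescence reports ATP generated from ADP (0.1 mM) and PEP (0.5 mM) by purified hPK-M2 after 1 h at room temperature, pH 7.2 imidazole buffer; intermediate enzyme activity allows detecting inhibitors and activators.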
Menin-MLL TR inh: displaces Texas Red mutant MLL peptide from human menin; Menin + Texas Red MLL mutant peptide, fluorescence polarization; 270,000 compounds, 0.23% hits; Potency, µM (highest dose often 61.6 µM), inactives show at the highest dose FP activity change, negative = inhibition, most hits filed as inhibitors; O00255; active means well fitted inhibition curve with a large enough effect in the polarisation, with a control signal flat, not every such curve was filed as active; inconclusive means small, poorly fitted or top-dose-only effect, or effect the other way, or a change in a side signal; inactive means no such curve, though single readings can be large or run the other way; the % refers to the polarisation; further: potency means the concentration at half of the fitted maximal effect; % of control where 0% means no effect; many of its hits are not listed in these tables
Mito fusion act: inhibitors of mitochondrial division or activators of mitochondrial fusion | S. cerevisiae fusion-defective mutant growth rescue, CellTiterGlo 48 h | Potency, µM (titrated, usually from 46.1 µM), for inactives: at the top dose growth rescue (activation), usual class: activators | 320,000 compounds, 0.23% hits;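 further: potency means the concentration at half of the fitted maximal effect; % of control where 0% means no effect; nearly all actives have a fitted effect of over 45% in size; temperature-sensitive fusion mutants such as fzo1-1 at 37 °C on non-fermentable ethanol glycerol medium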
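Read-out: ATP-based luminescence (CellTiterGlo, 10 min ambient) reporting growth of fusion-defective ts yeast after 48 hours at 37C on glycerol/ethanol YPEG medium in the presence of compound.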
USP2a inh: USP2a (human) protease inhibition | USP2 core, Ub-CHOP2 coupled fluorogenic reporter, 485/531 | Potency, µM (series often up to 38.3 µM), without a hit: at the top dose activity change, negative = inhibition, actives largely listed as inhibitors | 330,000 compounds, 0.01% hits | AID 463254;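 further: potency means the concentration at half of the fitted maximal effect; plate controls were DMSO wells for no effect and full inhibition by NEM control for full effect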
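Deubiquitinase activity read as fluorescence (485/531 nm) after Ub-CHOP2 cleavage activates the enterokinase reporter on its substrate; USP2 core 10nM, Ub-CHOP2 and substrate 25nM each, 30min compound preincubation then 60min RT; data normalized to NEM, curves fitted.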
ASM inhibitor: blocks human secretory acid sphingomyelinase; placental ASM, HMU-PC fluorogenic substrate, 60 min; 340,000 compounds, 0.006% hits; P17405; Potency, µM (series often up to 57.5 µM), for inactives: at the highest dose activity change, negative = inhibition, most hits filed as inhibitors; further: potency means the concentration at half of the fitted maximal effect
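Steps: dispense placental human ASM, pin compound, wait 10 min at room temperature, add HMU-PC0 substrate at 9 uM final, incubate 60 min at 37 °C, add stop solution raising pH to 10, read fluorescence.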
Eya2 phos inh: Eya2 (human) phosphatase inhibition | O00167 | recombinant Eya2, OMFP fluorescence dephosphorylation (OMFP is methylfluorescein phosphate) | Potency, µM (highest dose often 76.9 µM), without a hit: at the top dose activity, negative = inhibition, hits mostly inhibitors | 330,000 compounds, 0.006% hits | AID 488837; further: potency means the concentration at half of the fitted maximal effect; on the % scale 0 is the no-effect control and ±100 the full control effect
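Eya2 protein (added as 0.2 uM solution) was preincubated with compound for 10 min at ambient temperature in 50 mM HEPES pH 7.5, 50 mM NaCl, 5 uM MgCl2, 0.05% BSA, 1 mM DTT. OMFP (added at 50 uM) then reacted 10 min; fluorescence read at 485/525 nm.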
MBNL1 CUG block: MBNL1-poly(CUG) RNA binding inhibition; Potency, µM (series often up to 57.5 µM), inactives show top-dose activity change, negative = inhibition, most hits filed as inhibitors; Q9NR56; AID 2675; TR-FRET MBNL1-His/biotin-(CUG)12 binding, 665/545 ratio; 280,000 compounds, 0.036% hits; active means well fitted inhibition curve with a large enough effect in the signal ratio, with a control signal flat, not every such curve was filed as active; inconclusive means small, poorly fitted or top-dose-only effect, or effect the other way, or a change in a side signal; inactive means no such curve, though single readings can be large or run the other way; the % refers to the signal ratio; further: potency means the concentration at half of the fitted maximal effect; on the % scale 0 is the no-effect control and ±100 the full control effect
Target sequence (Q9NR56 whole entry, looked up): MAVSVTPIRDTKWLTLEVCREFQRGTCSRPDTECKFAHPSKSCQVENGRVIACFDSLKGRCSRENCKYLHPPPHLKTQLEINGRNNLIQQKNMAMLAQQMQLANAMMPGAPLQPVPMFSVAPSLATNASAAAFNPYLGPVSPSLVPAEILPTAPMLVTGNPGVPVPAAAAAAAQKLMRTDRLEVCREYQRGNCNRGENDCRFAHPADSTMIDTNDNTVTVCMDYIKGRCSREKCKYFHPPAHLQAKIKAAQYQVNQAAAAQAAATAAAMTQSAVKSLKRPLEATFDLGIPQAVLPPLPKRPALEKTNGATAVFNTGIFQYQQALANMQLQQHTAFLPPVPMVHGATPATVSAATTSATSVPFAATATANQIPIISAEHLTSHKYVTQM
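TR-FRET between His-tagged MBNL1 and biotin-(CUG)12 RNA, detected with Tb anti-His antibody (0.055 ng/ul) and streptavidin-XL665 (5 nM), 60 min at room temperature. Compounds titrated 92 nM to 58 uM; 665/545 nm ratio normalized to buffer and complex controls.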
* = called active by the depositor; [ ] = remark or other dose. Unless noted, the call rests on the fitted dose curve; in most records, active means well fitted curve in the direction sought with a large enough effect; inconclusive means small, poorly fitted or top-dose-only effect, or another doubt; inactive means no such curve, though single readings can be large; an effect the other way counts as inactive or inconclusive.

`CCCCC(=O)NC(=S)Nc1cccc(NC(=O)c2ccco2)c1` gave GALK inh -1%, KCNH2 WT inh -13, TSHR antagonist 0, BCR signal inh -4%, PKM2 activator 0%, Menin-MLL TR inh 1%, Mito fusion act 5%, USP2a inh 3%, ASM inhibitor -7%, Eya2 phos inh 3% and MBNL1 CUG block inconclusive.
`COc1cccc(CN(C)C(=O)CNC(=O)c2ccc3c(c2)OCO3)c1OC` gave GALK inh -9%, KCNH2 WT inh 14, TSHR antagonist 12, BCR signal inh -1%, PKM2 activator -1%, Mito fusion act 3%, USP2a inh 0%, ASM inhibitor -3%, Eya2 phos inh -10% and MBNL1 CUG block -10%.
`COc1ccc(S(=O)(=O)N2CCOCC2)cc1NC(=O)COC(=O)c1oc2ccccc2c1C` gave KCNH2 WT inh -5, TSHR antagonist 1, BCR signal inh 6%, Mito fusion act -1%, USP2a inh -3%, ASM inhibitor -3% and Eya2 phos inh -6%.
For CC1CCCC(N2CCN(C(=O)c3ccc([N+](=O)[O-])cc3)CC2)C1 (configuration not stated) the results were GALK inh 1%, KCNH2 WT inh 1, TSHR antagonist 1, BCR signal inh 1%, PKM2 activator -5%[11.5 µM], Menin-MLL TR inh -19%, Mito fusion act -1%, USP2a inh 0%, ASM inhibitor -4%, Eya2 phos inh -2% and MBNL1 CUG block inconclusive.
`O=C(c1ccccc1)c1ccc(NCCCn2ccnc2)c([N+](=O)[O-])c1` gave GALK inh 0%, KCNH2 WT inh 7, TSHR antagonist -7, BCR signal inh -1%, Menin-MLL TR inh 3%, Mito fusion act -7%, USP2a inh -3%, ASM inhibitor -10%, Eya2 phos inh 0% and MBNL1 CUG block inconclusive.
`CCOC(=O)C1(Cc2ccc(OC)cc2)CCN(C(=O)CCn2cccn2)CC1` gave GALK inh 5%, KCNH2 WT inh -14, TSHR antagonist 2, BCR signal inh inconclusive, PKM2 activator -3%, Mito fusion act -1%, USP2a inh 2%, ASM inhibitor 2%, Eya2 phos inh -25% and MBNL1 CUG block -8%.
`COc1ccc(OCC(=O)NC(=S)Nc2ccc(S(=O)(=O)Nc3cc(OC)nc(OC)n3)cc2)cc1` gave GALK inh 3%, KCNH2 WT inh 6, TSHR antagonist -7, BCR signal inh 1%, PKM2 activator 0%, Menin-MLL TR inh 20%, Mito fusion act 0%, USP2a inh 0%, ASM inhibitor 6%, Eya2 phos inh 5% and MBNL1 CUG block inconclusive.
`O=C1OC(c2ccccc2)=NC12CC2c1ccc(Cl)cc1` (configuration not stated) gave GALK inh 1%, KCNH2 WT inh -1, TSHR antagonist 6, BCR signal inh inconclusive, PKM2 activator 20%, Menin-MLL TR inh 41%[activator], Mito fusion act 16%, USP2a inh 1%, ASM inhibitor -8%, Eya2 phos inh -1% and MBNL1 CUG block -10%.
`OC(Cn1cncn1)(c1ccc(F)cc1)c1ccc(Cl)cc1` (configuration not stated) gave GALK inh -2%, KCNH2 WT inh 4, TSHR antagonist 2, BCR signal inh 3%, Menin-MLL TR inh -6%, Mito fusion act 7.1µM*, USP2a inh 8%, ASM inhibitor 0%, Eya2 phos inh -24% and MBNL1 CUG block -6%.
For Cc1nn(CCC(=O)NNC(=S)Nc2ccc([N+](=O)[O-])cc2)c(C)c1[N+](=O)[O-] the results were GALK inh 1%, KCNH2 WT inh 2, TSHR antagonist 2, BCR signal inh inconclusive, PKM2 activator 1%, Menin-MLL TR inh inconclusive, Mito fusion act 3%, USP2a inh 0%, ASM inhibitor -8%, Eya2 phos inh 1% and MBNL1 CUG block inconclusive.
Screening NC(=O)c1cc(S(=O)(=O)Nc2cccc(F)c2)co1 returned GALK inh 2%, KCNH2 WT inh 4, TSHR antagonist -1, BCR signal inh 2%, PKM2 activator -1%, Menin-MLL TR inh -3%[11.7 µM], Mito fusion act 1%, USP2a inh 1%, ASM inhibitor -4%, Eya2 phos inh 24% and MBNL1 CUG block 1%.
Screening O=C(Cc1ccc(Cl)cc1)NNC(=O)c1cnccn1 returned GALK inh 1%, KCNH2 WT inh 3, TSHR antagonist -15, BCR signal inh 5%, PKM2 activator -8%, Menin-MLL TR inh -3%, Mito fusion act 11%, USP2a inh -1%, ASM inhibitor 1%, Eya2 phos inh -1% and MBNL1 CUG block -31%.
Screening C[C@H](CO)N1C[C@H](C)[C@@H](CN(C)C(=O)Nc2ccccc2)Oc2ccc(NC(=O)Nc3ccc(C(F)(F)F)cc3)cc2C1=O returned KCNH2 WT inh -3, TSHR antagonist -8, BCR signal inh -1%, USP2a inh -7%, ASM inhibitor inconclusive and Eya2 phos inh 4%.
For COc1ccc(-c2nc3ccccc3c(C(=O)Nc3ccc(S(=O)(=O)Nc4cc(C)on4)cc3)c2C)cc1 the results were GALK inh -4%, KCNH2 WT inh 0, TSHR antagonist -6, BCR signal inh inconclusive, PKM2 activator -7%, Menin-MLL TR inh inconclusive, Mito fusion act 5%, USP2a inh -2%, ASM inhibitor -8%, Eya2 phos inh 32% and MBNL1 CUG block 11%.
`CN(c1ccccc1)c1nc(N)c([N+](=O)[O-])c(Nc2ccc(F)cc2)n1` gave GALK inh 2%, KCNH2 WT inh -14, TSHR antagonist -1, BCR signal inh 7%, Menin-MLL TR inh -17%, Mito fusion act 7%, USP2a inh -4%, ASM inhibitor -24%, Eya2 phos inh 6% and MBNL1 CUG block 6%.
`COc1ccc(Br)cc1C1Nc2ccccc2C(=O)N1NC(=O)c1ccncc1` (configuration not stated) gave GALK inh -3%, KCNH2 WT inh 6, TSHR antagonist 6, BCR signal inh -6%, PKM2 activator -1%, Menin-MLL TR inh -14%, Mito fusion act -4%, USP2a inh 0%, ASM inhibitor 2%, Eya2 phos inh 3% and MBNL1 CUG block 7%.
`Cc1n(-c2ccccc2)c2ccc(Cl)cc2[n+]1CCO` gave GALK inh 4%, KCNH2 WT inh 3, TSHR antagonist -2, BCR signal inh -1%, PKM2 activator 1%, Menin-MLL TR inh -1%, Mito fusion act 0%, USP2a inh 3%, ASM inhibitor 2%, Eya2 phos inh 8% and MBNL1 CUG block -11%.
O=C(NCCO)c1cccc2c1-c1ccccc1C2=O was read as KCNH2 WT inh 1, TSHR antagonist 3, BCR signal inh 7%, PKM2 activator 0%, Menin-MLL TR inh 3%, Mito fusion act 9%, USP2a inh 2%, ASM inhibitor 1%, Eya2 phos inh 2% and MBNL1 CUG block inconclusive.
Screening COc1ccc(NCc2nnc(SCC(=O)Nc3ccc(OC)cc3OC)o2)cc1 returned GALK inh 2%, KCNH2 WT inh 3, TSHR antagonist 0, BCR signal inh 0%, PKM2 activator 2%, Menin-MLL TR inh 4%, Mito fusion act 2%, USP2a inh 1%, ASM inhibitor 2%, Eya2 phos inh -12% and MBNL1 CUG block 1%.
O=C(Nc1ccccc1C(=O)NC(Cc1ccc(O)cc1)C(=O)O)c1ccccc1 (configuration not stated) was read as GALK inh -1%, KCNH2 WT inh -2, TSHR antagonist -5, BCR signal inh inconclusive, PKM2 activator 4%, Menin-MLL TR inh -28%, Mito fusion act -3%, USP2a inh 1%, ASM inhibitor 5%, Eya2 phos inh 7% and MBNL1 CUG block 2%.
`CCCOc1ccc(N2C(=O)CC(N3CCCC(C(=O)N4CCCC4)C3)C2=O)cc1` (configuration not stated) gave GALK inh 0%, KCNH2 WT inh 9, TSHR antagonist -4, BCR signal inh -1%, PKM2 activator 3%, Menin-MLL TR inh 20%, Mito fusion act -4%, USP2a inh -1%, ASM inhibitor 1%, Eya2 phos inh 3% and MBNL1 CUG block 4%.
`COc1ccc(C2C(C#N)=C(N)Oc3c2oc(CO)cc3=O)cc1` (configuration not stated) gave GALK inh -1%, KCNH2 WT inh -4, TSHR antagonist 17, BCR signal inh -7%, PKM2 activator -5%, Menin-MLL TR inh -8%, Mito fusion act -7%, USP2a inh -6%, ASM inhibitor -1%, Eya2 phos inh 5% and MBNL1 CUG block inconclusive.
Cc1ccc(NC(=O)COC(=O)c2nn(C)c(=O)c3ccccc23)cc1F was read as KCNH2 WT inh 3, TSHR antagonist 1, BCR signal inh -5%, USP2a inh -1%, ASM inhibitor -13% and Eya2 phos inh 2%.

Assay outcomes: PubChem, National Center for Advancing Translational Sciences (NCATS)

Only part of the results is shown; count on the stated rates, not on these rows.
